Source: PubChem BioAssay
Redox H2O2 prof – compounds producing H2O2 with reducing agent – biochemical, NIH compound library profiling, artefact control for MLSCN library redox annotation, primary screen | DTT-dependent redox cycling H2O2, phenol red/HRP absorbance; 100% = 100 µM peroxide control, 0% = buffer | activation, % at 10 µM | 200,000 tested, 0.03% active | AID 878;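 active = activation of at least 50% relative to the plate's high and low controls in the primary single-dose screen; inactive = activation below 50%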;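 note: compound incubated with DTT at 0.8 mM final as the reducing agent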
RAM inhibit – inhibitors of the yeast RAM network. S. cerevisiae dse1pr::URA3 reporter, 5-FOA growth OD615, 2 d; analog-sensitive cbk1-as2 kinase mutant strain. inhibition, % at 50 µM. 190,000 tested, 1.8% active;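 active = inhibition above a set limit, 3 SD over mean compound inhibition, cut at about 8.4% in these data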;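 note: 0% = DMSO-only wells with no growth and 100% = 10 µM 1-NA-PP1 full growth; inhibition rescues growth on 5-FOA so higher OD means more RAM inhibition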
Diaph act CS – activates diaphorase or chemically reduces, flagging diaphorase assay artifacts; Diaphorase/resazurin coupled assay, resorufin fluorescence, 16 min; stronger effect = higher value; 1 = vehicle wells, 0 = NADH-free wells; activation factor at 20 µM; 190,000 tested, 0.005% active; AID 1229;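 active = diaphorase activity raised at least twofold by the compound at 20 µM; inactive = activation factor below 2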
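Material: purified diaphorase enzyme from Clostridium kluyveri; Also added: 0.114 mM NADH and 0.1 mM resazurin, final amounts; Doses: single compound dose of 20 µM, 1% DMSO final; Times: 16 min enzyme reaction, ambient temperature; Detection: resorufin fluorescence, excitation 544 nm, emission 590 nm; Measure: increased resorufin signal from activators or reducing compounds.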
G6PDH CS – counter-screen for G6PDH assay hits: L. mesenteroides G6PDH inhibition; 200,000 tested, 0.12% active; Purified L. mesenteroides G6PDH, diaphorase/resazurin coupled fluorescence, 45 min; inhibition, % at 5 µM
Hsp70 act – Hsp70 transcriptional activation, primary screen; HeLa Hsp70 promoter luciferase reporter, luminescence; scaled: vehicle 0, proteasome-inhibitor control 100%; activation, % at 10 µM; 200,000 tested, 0.04% active;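 active = activation above the mean across all tested compounds plus 3 SD, cutoff set per campaign, cut at about 5.5% in these data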;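 note: 100% = MG132 at 30 µM as the positive control and 0% = DMSO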
PMI activator – increases human mannose-6-phosphate isomerase activity; P34949; activation factor at 20 µM; purified human PMI, coupled resazurin fluorescence, 20 min; stronger effect = higher value; 1 = vehicle control, 0 substrate-free wells; 190,000 tested, 0.005% active; AID 1214;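 active = activation factor of 2 or more at 20 µM, relative to plate controls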
PMI act satM6P – PMI (human) activation, high substrate | coupled PMI enzyme assay, resazurin fluorescence, 20 min; stronger effect = higher value; 1 = untreated enzyme, 0 = substrate-free blank | activation factor at 20 µM | 190,000 tested, 0.34% active | AID 1216;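 active = activation factor of 2 or more at 20 µM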
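Technique: Diaphorase-driven resazurin-to-resorufin fluorescence, excitation 544, emission 590 nm | Assay system: Human PMI in coupled enzyme assay | Times: Enzyme reaction with compound 20 min at room temperature | Medium: HEPES-buffered pH 7.4 with magnesium and detergent | Reagent: Mannose-6-phosphate 1.0 mM (near-saturating) plus 0.22 mM NADP+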
Diaph inh CS – inhibits diaphorase or chemically oxidizes, flagging diaphorase assay artifacts; inhibition, % at 20 µM; 190,000 tested, 0.69% active; diaphorase resazurin-to-resorufin fluorescence, NADH, 16 min; bacterial (C. kluyveri) enzyme, not human; AID 1217;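 active = primary screen inhibition at 20 µM above a set limit, cut at about 50% in these data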;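 note: plate controls were DMSO with full reaction for no effect and wells lacking NADH for full effect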
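Assay system – diaphorase enzyme from Clostridium kluyveri · Amount – diaphorase 0.14 U/mL (working solution) · Times – reaction incubation of 16 min at room temperature · Controls – No-NADH positive control and DMSO neutral control · Signal – resorufin fluorescence 544/590 nm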
S1P3 antagonist – S1P3 (human) receptor antagonism. CHO S1P3 NFAT-BLA reporter, FRET fluorescence, antagonist mode. AID 485. inhibition, % at 4.98 µM. Q99500. 170,000 tested, 0.27% active;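 active = inhibition above the plate cutoff, the mean inhibition of test wells on that plate plus 3 SD, cut at about 28% in these data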;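 note: cells challenged with S1P at its EC80 of 0.8 µM; blue over green emission ratio from cleaved BLA substrate after 4 h stimulation; 0% = S1P-stimulated wells and 100% = unstimulated DMSO-only wells; some compounds past the cut are filed as inactive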
TLR4-MyD88 BLA – inhibitors of human TLR4-MyD88 binding | O00206+Q99836 | HeLa CL3-4 TLR4/MyD88 BLA complementation, FRET ratio | inhibition, % at 8.4 µM | 200,000 tested, 0.18% active | AID 861; in the data active = inhibition above about 25%;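 note: 0% = vehicle and 100% = reference inhibitor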
Target sequence (O00206 whole entry, looked up): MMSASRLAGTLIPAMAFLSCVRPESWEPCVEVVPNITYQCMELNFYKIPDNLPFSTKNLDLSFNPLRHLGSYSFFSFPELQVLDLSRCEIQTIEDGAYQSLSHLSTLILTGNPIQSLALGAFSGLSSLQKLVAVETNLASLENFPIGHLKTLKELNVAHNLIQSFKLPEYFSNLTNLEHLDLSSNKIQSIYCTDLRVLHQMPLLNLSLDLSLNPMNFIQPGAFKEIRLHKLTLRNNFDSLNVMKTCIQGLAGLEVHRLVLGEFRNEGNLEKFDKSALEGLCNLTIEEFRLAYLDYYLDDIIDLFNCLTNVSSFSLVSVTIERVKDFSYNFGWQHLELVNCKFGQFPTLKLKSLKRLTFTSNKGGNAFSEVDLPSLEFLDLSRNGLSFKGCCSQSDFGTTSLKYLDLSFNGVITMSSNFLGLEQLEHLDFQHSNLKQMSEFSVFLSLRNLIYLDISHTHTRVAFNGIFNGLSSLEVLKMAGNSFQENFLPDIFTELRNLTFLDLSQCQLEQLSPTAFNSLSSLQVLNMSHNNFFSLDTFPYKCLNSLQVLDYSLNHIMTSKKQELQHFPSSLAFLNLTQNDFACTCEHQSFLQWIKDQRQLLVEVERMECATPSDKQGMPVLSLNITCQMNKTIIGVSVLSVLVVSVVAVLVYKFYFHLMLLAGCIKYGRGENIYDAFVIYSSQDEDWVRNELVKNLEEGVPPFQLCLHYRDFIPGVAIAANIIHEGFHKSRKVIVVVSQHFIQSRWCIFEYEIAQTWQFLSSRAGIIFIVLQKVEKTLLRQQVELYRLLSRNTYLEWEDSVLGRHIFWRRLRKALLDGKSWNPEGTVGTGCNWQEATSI
Target sequence (Q99836 whole entry, looked up): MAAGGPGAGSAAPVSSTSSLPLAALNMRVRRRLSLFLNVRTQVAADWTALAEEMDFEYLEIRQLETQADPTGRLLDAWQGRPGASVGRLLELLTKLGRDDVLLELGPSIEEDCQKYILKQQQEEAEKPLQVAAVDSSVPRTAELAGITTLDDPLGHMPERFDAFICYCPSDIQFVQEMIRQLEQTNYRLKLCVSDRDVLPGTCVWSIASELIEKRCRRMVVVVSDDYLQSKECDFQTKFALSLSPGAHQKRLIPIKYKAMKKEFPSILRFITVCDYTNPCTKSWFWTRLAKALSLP
Lmaj promast – Leishmania major promastigote growth inhibition; Leishmania major promastigotes, resazurin fluorescence viability; 200,000 tested, 9% active; inhibition, % at 10 µM;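 note: promastigotes grown with compound for 44 hours at 28 °C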
An asterisk follows results filed as active; x = no result given. Cut-off read from the data, not from the text of the source, unless noted: active = inhibition above about 50%; inactive = the rest.

Values run as follows: RAM inhibit | Lmaj promast | Diaph act CS | PMI activator | Hsp70 act | TLR4-MyD88 BLA | G6PDH CS | Diaph inh CS | PMI act satM6P | S1P3 antagonist | Redox H2O2 prof
1. COc1ccc(S(=O)(=O)N(CCc2ccccc2)CC(=O)O)cc1C
  -0.9 | -8 | 1 | 1 | 0.1 | 5 | 3 | 1 | 1.1 | x | -0.1
2. c1ccc2c(c1)ncn2CCN1CCCCC1
  0.4 | -1 | 1.2 | 1.4 | -0.4 | 6 | -4 | -22 | 1.4 | x | 0.0
3. CC(C)Cn1c(SCC(=O)N2CC(=O)Nc3ccccc32)nc2ccccc21
  0.0 | 0 | 1 | 1 | -0.1 | -8 | 8 | 2 | 0.9 | -24 | -0.6
4. Cc1ccc(NC(=O)NCCc2ccc(S(N)(=O)=O)cc2)cc1
  1.0 | 7 | 1 | 1 | 0.1 | 0 | 10 | 0 | 1.1 | -12 | -2.5
5. Cc1cccc(C)c1NC(=O)C1c2cccc[n+]2CC(=O)N1Cc1cccs1 (stereo unspecified)
  1.5 | -2 | 0.9 | 1.1 | 0.1 | 10 | 2 | 8 | 1 | 1 | -0.2
6. COc1ccc(-c2csc(C)n2)cc1Br
  -0.5 | 2 | 1 | 0.9 | -0.1 | 4 | 6 | -3 | 1 | 0 | -0.3
7. COc1cccc(NC(=O)C2CCCN(S(=O)(=O)c3cccc4cccnc34)C2)c1 (stereo unspecified)
  1.7 | 7 | 0.8 | 0.9 | -0.1 | -9 | -8 | 19 | 0.8 | 4 | -0.6
8. CCCCNC(=O)CCCn1c(=O)[nH]c2ccc(Br)cc2c1=O
  1.2 | 0 | 0.9 | 0.9 | -0.1 | 13 | 2 | 13 | 0.9 | x | -2.6
9. COC(=O)c1ccc(C(=O)OC)c(NC(=S)N2CCC(C(N)=O)CC2)c1
  0.4 | -3 | 1 | 1 | -0.1 | -3 | 11 | -4 | 1.1 | 6 | 0.3
10. CC(=O)c1cccc(NS(C)(=O)=O)c1
  1.1 | -8 | 0.9 | 1 | -0.1 | -10 | 8 | 10 | 1 | -15 | 0.3
11. COc1cccc(-n2c(C)nnc2SCC(=O)Nc2ccccc2N2CCOCC2)c1
  1.2 | 0 | 0.8 | 1.1 | -0.6 | -8 | 6 | 18 | 0.9 | 20 | -0.7
12. O=C(NCCc1ccccc1)C1CCC(CNc2nc(=S)[nH]c3ccccc23)CC1 (stereo unspecified)
  0.1 | 6 | 1.1 | 1.1 | 0.1 | 5 | -4 | -7 | 1.1 | -2 | 0.4
13. O=C(O)CCNS(=O)(=O)c1ccc2c(c1)Cc1ccccc1-2
  2.3 | -6 | 1 | 1 | -0.1 | -10 | 8 | 5 | 1 | 1 | -3.1
14. O=C(NCc1ccco1)c1ccc(N2CCOCC2)c([N+](=O)[O-])c1
  -0.4 | -4 | 0.9 | 1 | 0.5 | -8 | 6 | 5 | 1 | -4 | -1.0
15. CCOCN(C(=O)Cn1c(COC)nc2ccccc21)c1c(C)cccc1CC
  0.0 | 24 | 0.9 | 1 | -0.3 | 5 | 8 | 8 | 1 | x | 0.1

Entries of single compounds, quoted from the list. Order of screens: RAM inhibit	Lmaj promast	Diaph act CS	PMI activator	Hsp70 act	TLR4-MyD88 BLA	G6PDH CS	Diaph inh CS	PMI act satM6P	S1P3 antagonist	Redox H2O2 prof
CCOCN(C(=O)Cn1c(COC)nc2ccccc21)c1c(C)cccc1CC is listed as 0.0	24	0.9	1	-0.3	5	8	8	1	x	0.1
COc1ccc(S(=O)(=O)N(CCc2ccccc2)CC(=O)O)cc1C is listed as -0.9	-8	1	1	0.1	5	3	1	1.1	x	-0.1
O=C(O)CCNS(=O)(=O)c1ccc2c(c1)Cc1ccccc1-2 is listed as 2.3	-6	1	1	-0.1	-10	8	5	1	1	-3.1

The results go on:
Values run as follows: RAM inhibit | Lmaj promast | Diaph act CS | PMI activator | Hsp70 act | TLR4-MyD88 BLA | G6PDH CS | Diaph inh CS | PMI act satM6P | S1P3 antagonist | Redox H2O2 prof
16. Cc1ccc2c(NC(=O)C3CC3)c(C)ccc2n1
  2.6 | 2 | 0.8 | 1 | -0.6 | -11 | 2 | 24 | 0.9 | -6 | 0.7
17. C#CCOCCOCCOCCNc1nc(N2CCN(C(=O)[C@H](CCC(=O)O)n3cc(C(N)CO)nn3)CC2)nc(N2CCN(C(=O)[C@H](CCC(=O)O)n3cc(C(N)[C@H](C)CC)nn3)CC2)n1 (stereo partly specified)
  0.2 | -2 | 1 | 1.3 | -0.2 | -12 | 6 | -1 | 1.4 | 3 | 0.3
18. O=C(CN(C(=O)c1cc2c(s1)CCC2)C1CCCC1)NCc1cccs1
  0.4 | 22 | 0.8 | 1 | 0.1 | -2 | 3 | 19 | 1 | x | -0.7
19. C/C(=N\NC(=O)c1cc(-c2cccnc2)nc2ccccc12)c1ccccc1O
  4.7 | 37 | 0.9 | 1 | -0.5 | 1 | -4 | 6 | 0.8 | -2 | -0.4
20. Cc1ccc(NC(=O)CCC(=O)NNS(=O)(=O)c2ccccc2)c(C)c1
  1.0 | -2 | 1 | 1.1 | 0.6 | 8 | 6 | 4 | 1 | x | -3.3
21. CC1=NN(C(=O)c2ccccc2-n2cccc2)C(O)(C(F)(F)F)C1 (stereo unspecified)
  -0.1 | -4 | 0.9 | 1 | -0.3 | 1 | 3 | 6 | 1 | -4 | -0.1
22. Nc1ccc2c(c1)nc(Cc1ccccc1)n2CCO
  0.6 | -1 | 0.9 | 1 | 0.2 | -8 | 2 | 7 | 0.9 | -38 | -0.3
23. CCCC(=O)NCCc1ccc(S(N)(=O)=O)cc1
  1.5 | -6 | 1.1 | 1.1 | -0.2 | 15 | 9 | -14 | 1.1 | x | 0.1
24. COc1ccc(C2c3c4c(n(C)c3CCN2C)CCN(C)C4c2ccc(OC)cc2)cc1 (stereo unspecified)
  0.9 | 3 | 0.9 | 1 | -0.4 | 8 | 6 | 7 | 1 | x | 1.9
25. CCOC(=O)N1CCC(NC(=O)C2CCCN(S(=O)(=O)c3ccc4c(c3)oc(=O)n4C)C2)CC1 (stereo unspecified)
  1.1 | -4 | 1 | 1 | -0.6 | -10 | -1 | 4 | 1 | x | 0.4
26. N#CC1(C#N)C(c2ccccc2)OC23CCCCCC2C1(C#N)C(=N)O3 (stereo unspecified)
  1.0 | -6 | 0.8 | 1 | -0.2 | 7 | -6 | 23 | 0.8 | -10 | 0.3
27. CC(=O)N1CCN(C(=S)Nc2ccc(Oc3ccccc3)cc2)CC1
  -1.2 | -11 | 0.9 | 1.1 | -0.2 | -7 | 8 | 6 | 1.1 | 2 | -0.4
28. CC(C)(C)c1cc(NC(=O)COC(=O)c2ccc3c(=O)n4c(nc3c2)CCC4)n(-c2ccccc2)n1
  0.8 | 0 | 0.9 | 0.8 | 0.2 | 9 | 14 | 11 | 0.9 | -21 | 0.0
29. O=C(CN(c1ccc(F)cc1)S(=O)(=O)c1ccccc1)NCCSC1CCCCC1
  2.9 | 33 | 0.7 | 0.8 | -0.2 | 8 | 12 | 29 | 0.8 | 4 | 0.0
30. O=C(NC1CCCCCC1)c1cc(S(=O)(=O)N2CCOCC2)ccc1N1CCCCC1
  0.1 | 1 | 0.8 | 0.9 | 0.4 | 7 | 3 | 20 | 0.9 | -12 | 1.2
31. Cc1nn(CCOc2ccccc2)c(=O)n1-c1ccccc1
  0.3 | -3 | 0.9 | 1 | 0.5 | -3 | 5 | 8 | 0.9 | x | 0.2
32. CCOC(=O)N1CCN(Cc2cn[nH]c2-c2cccc3ccccc23)CC1
  0.1 | -3 | 0.9 | 1 | -0.3 | 0 | 0 | 5 | 1 | -5 | -0.2
33. CC1CCC(C(C)C)C(OP(=O)(c2ccc(N(C)C)cc2)C(O)c2cccnc2)C1 (stereo unspecified)
  1.3 | 5 | 1 | 1 | 0.0 | -4 | -2 | 4 | 1 | -1 | -0.4
34. CN(C)CCCNc1c(C(=O)O)cnc2c1cnn2C
  0.3 | -3 | 0.9 | 1 | 0.0 | 1 | -2 | 9 | 1 | x | 1.9
35. COC(=O)c1ccc(COc2cccc3c2CCN(Cc2ccccc2)C3=O)o1
  -1.5 | 5 | 0.8 | 0.9 | -0.3 | 7 | -33 | 19 | 0.9 | -10 | 0.2
36. CC(C)Cn1c(N)c(C(=O)NCc2cccs2)c2nc3ccccc3nc21
  6.1 | 41 | 0.7 | 0.6 | 0.1 | -25 | -3 | 26 | 0.6 | -10 | 2.9
37. Cc1cc(NS(=O)(=O)c2ccc(OCCNS(C)(=O)=O)cc2)no1
  1.9 | 1 | 1 | 1 | -0.4 | -5 | 9 | -2 | 1.1 | -15 | -0.5
38. CC1=C/C(=N\OC(=O)/C=C/c2ccccc2)C(C)=CC1=O
  1.3 | 100* | 0.9 | 1 | 0.2 | 2 | 4 | 14 | 0.9 | x | 0.0
39. Cc1ccccc1N(CC(=O)NCc1ccncc1)S(C)(=O)=O
  -1.0 | -4 | 1 | 1.1 | 0.3 | -2 | 0 | -3 | 1.1 | -19 | 0.1
40. FC(F)(F)c1cc(-c2ccccc2)nc(-n2cncn2)n1
  -0.5 | 2 | 1 | 0.9 | -0.5 | 3 | -9 | 4 | 0.9 | 7 | -3.0
41. CCOc1ccc(/C=C/[N+](=O)[O-])c2ccccc12
  0.4 | 100* | 0.7 | 0.7 | 0.9 | 27* | 33 | 34 | 0.4 | x | 0.8
42. COCCNCC(=O)Nc1ccc(C)c(S(=O)(=O)N2CCCCC2)c1
  1.2 | -3 | 0.9 | 1 | -0.3 | -4 | 7 | 14 | 1 | -15 | -0.2
43. O=C(O)c1cc2ccccc2n1-c1ccccc1
  -1.7 | -8 | 0.8 | 1 | -0.4 | 6 | 2 | 19 | 1 | 11 | -0.6

Taken from above:
compound 33 – TLR4-MyD88 BLA = -4
compound 43 – Diaph inh CS = 19
